FadD28 FP inh: blocks FadD28 binding to the bisubstrate probe; fluorescence polarization; inhibition, % at 12.5 µM; 360,000 compounds, 0.22% hits; AID 588549; in the data active = inhibition above about 8.5%, passing the limit was not always enough; inconclusive = no clear call, values can overlap the other calls
BoNT-F LC inh: blocks Botulinum neurotoxin F light chain protease. Multiplex microsphere protease cleavage assay, flow cytometry. inhibition, % at 10 µM. 360,000 compounds, 0.22% hits; in the data active = inhibition above about 35%, passing the limit was not always enough; inconclusive = no clear call, values can overlap the other calls; also: plate controls were buffer without enzyme for full effect and enzyme alone for no effect
Yp Topo-I inh: Y. pestis Topo-I inhibition via cleavage products | Y. pestis Topo-I cleavage product accumulation, plate reader | activity, % at 10 µM | 360,000 compounds, 0.064% hits | AID 504884; in the data active = activity above about 50%, passing the limit was not always enough; inconclusive = no clear call, values can overlap the other calls; also: inactives centre near 2
CCHF vOTU inh: CCHFV vOTU protease inhibition | inhibition, % at 11.5 µM | 370,000 compounds, 0.55% hits | Pep-AMC fluorescence | AID 651958; in the data active = inhibition above about 30%; also: 0% = vehicle wells with enzyme and 100% = no enzyme wells
PfHsp40 rescue: compounds rescuing yeast from Plasmodium falciparum HSP40 toxicity; S. cerevisiae expressing PfHsp40, growth rescue, ATP luminescence; growth rescue, % at 12.5 µM; 340,000 compounds, 0.68% hits; AID 504582; in the data active = growth rescue above about 28%, passing the limit was not always enough; inconclusive = no clear call, values can overlap the other calls;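 also: yeast W303a lacking pdr1 and pdr3 grown in galactose medium; growth measured after three days at 30 °C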
TcdB inh: inhibitors of Clostridioides difficile toxin B glycohydrolase. inhibition, % at 9.99 µM. TcdB glycohydrolase enzymatic assay, plate reader. P18177. 350,000 compounds, 0.24% hits; in the data active = inhibition above about 10%
Target sequence (P18177 whole entry, looked up): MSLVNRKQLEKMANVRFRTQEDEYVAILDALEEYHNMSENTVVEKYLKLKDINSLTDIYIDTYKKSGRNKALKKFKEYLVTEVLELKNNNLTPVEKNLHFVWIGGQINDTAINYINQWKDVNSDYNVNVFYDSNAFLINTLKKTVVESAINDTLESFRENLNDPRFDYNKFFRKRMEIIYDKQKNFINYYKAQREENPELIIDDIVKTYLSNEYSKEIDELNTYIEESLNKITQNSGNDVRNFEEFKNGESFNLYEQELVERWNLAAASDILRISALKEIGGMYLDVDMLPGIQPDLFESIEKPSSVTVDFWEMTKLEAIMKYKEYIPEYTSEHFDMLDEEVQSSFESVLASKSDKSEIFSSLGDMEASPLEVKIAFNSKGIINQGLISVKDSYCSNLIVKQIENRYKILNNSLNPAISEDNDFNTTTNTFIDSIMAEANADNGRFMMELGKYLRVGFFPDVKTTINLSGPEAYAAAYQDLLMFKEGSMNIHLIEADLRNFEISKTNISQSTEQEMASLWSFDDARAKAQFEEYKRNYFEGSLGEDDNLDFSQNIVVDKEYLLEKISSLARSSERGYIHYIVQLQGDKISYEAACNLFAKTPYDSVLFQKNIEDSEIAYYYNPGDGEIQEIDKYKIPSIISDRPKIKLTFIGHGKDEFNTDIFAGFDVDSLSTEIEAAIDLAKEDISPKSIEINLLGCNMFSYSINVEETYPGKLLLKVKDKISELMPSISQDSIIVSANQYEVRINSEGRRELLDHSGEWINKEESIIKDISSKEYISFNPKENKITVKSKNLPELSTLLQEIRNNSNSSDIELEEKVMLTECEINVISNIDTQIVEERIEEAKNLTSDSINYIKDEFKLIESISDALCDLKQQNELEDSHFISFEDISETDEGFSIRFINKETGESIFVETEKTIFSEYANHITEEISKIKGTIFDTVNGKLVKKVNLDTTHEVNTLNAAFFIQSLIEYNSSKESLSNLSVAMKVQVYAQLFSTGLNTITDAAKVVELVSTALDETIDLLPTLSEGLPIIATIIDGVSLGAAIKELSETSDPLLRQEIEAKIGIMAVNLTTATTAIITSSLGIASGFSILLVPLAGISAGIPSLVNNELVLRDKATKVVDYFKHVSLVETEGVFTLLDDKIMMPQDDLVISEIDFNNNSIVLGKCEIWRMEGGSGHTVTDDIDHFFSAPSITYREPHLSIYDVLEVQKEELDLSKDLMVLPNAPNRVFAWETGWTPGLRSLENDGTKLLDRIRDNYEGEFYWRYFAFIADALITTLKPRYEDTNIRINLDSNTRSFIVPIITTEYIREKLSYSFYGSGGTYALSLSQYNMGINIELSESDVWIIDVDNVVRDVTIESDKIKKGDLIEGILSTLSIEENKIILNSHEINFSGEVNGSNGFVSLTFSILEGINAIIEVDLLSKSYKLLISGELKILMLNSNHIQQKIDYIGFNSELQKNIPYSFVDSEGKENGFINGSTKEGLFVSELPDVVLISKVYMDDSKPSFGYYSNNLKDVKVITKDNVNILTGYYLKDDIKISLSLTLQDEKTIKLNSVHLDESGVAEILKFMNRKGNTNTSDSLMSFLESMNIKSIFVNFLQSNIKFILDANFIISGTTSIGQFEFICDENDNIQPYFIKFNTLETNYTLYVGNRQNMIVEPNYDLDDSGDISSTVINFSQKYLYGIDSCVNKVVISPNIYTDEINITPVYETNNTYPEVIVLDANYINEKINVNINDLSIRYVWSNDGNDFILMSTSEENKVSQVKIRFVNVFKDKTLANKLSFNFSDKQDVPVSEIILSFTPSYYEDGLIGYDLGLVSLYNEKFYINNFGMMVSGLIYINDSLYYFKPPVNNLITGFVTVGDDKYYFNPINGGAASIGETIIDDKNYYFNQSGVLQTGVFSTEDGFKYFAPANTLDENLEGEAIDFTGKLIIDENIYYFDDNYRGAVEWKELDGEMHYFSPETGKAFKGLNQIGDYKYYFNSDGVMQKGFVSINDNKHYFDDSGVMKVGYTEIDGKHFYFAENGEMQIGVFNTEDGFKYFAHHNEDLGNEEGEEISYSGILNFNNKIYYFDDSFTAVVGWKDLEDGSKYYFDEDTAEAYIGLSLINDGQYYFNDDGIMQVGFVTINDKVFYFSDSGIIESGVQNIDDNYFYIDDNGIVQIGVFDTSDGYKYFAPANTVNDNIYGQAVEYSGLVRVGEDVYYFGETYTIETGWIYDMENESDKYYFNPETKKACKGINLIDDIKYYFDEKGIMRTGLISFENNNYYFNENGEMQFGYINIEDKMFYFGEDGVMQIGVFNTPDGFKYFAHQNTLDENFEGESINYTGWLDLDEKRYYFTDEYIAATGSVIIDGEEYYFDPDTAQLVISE
Anthrax LF inh2: anthrax lethal factor protease inhibition; P15917; multiplex microsphere protease cleavage assay, LF; inhibition, % at 10 µM; 360,000 compounds, 0.12% hits; AID 588501; also: plate controls were buffer without enzyme for full effect and enzyme alone for no effect
BoNT A protease: inhibitors of Botulinum neurotoxin A light chain protease. multiplex microsphere protease substrate cleavage, flow cytometry. inhibition, % at 10 µM. 360,000 compounds, 0.17% hits; also: plate controls were buffer without enzyme for full effect and enzyme alone for no effect
PrPC surface inh: inhibitors of human cell surface prion protein PrPC | P04156 | TR-FRET read-out | inhibition, % at 13.8 µM | 370,000 compounds, 0.43% hits | AID 720596; in the data active = inhibition above about 24%; also: 0% = median of the test wells and 100% = reference compound wells
* = called active by the depositor; ? = inconclusive; / = not tested or not shown; & = joins results of further samples. Rule as the data show it, unless noted: active = inhibition above about 30%; inconclusive = no clear call, values can overlap the other calls; inactive = below that. No enrichment for hits; any-hit rate near 2.3%.

SMILES	FadD28 FP inh	BoNT-F LC inh	Yp Topo-I inh	CCHF vOTU inh	PfHsp40 rescue	TcdB inh	Anthrax LF inh2	BoNT A protease	PrPC surface inh
CN(CC(=O)Nc1c(Cl)cccc1Cl)C(=O)C1CC(=O)N(Cc2ccccc2)C1 (stereo not given)	-0.6	/	4	4	-0.8	-3.3	/	/	4
C/C(=C/C#N)Nc1ccc(C)cc1	-0.2	-3	1	17	-1.4	0.4	2	-0.1	-6
Cc1cc(C(=O)N(C)CC(=O)Nc2ccc(F)c(F)c2F)no1	-2.5	-7	-3	7	0.5	1.5	-6	-0.2	-6
COCCn1c(=S)[nH]c2cc(C(=O)N3CCN(c4ccccc4OC)CC3)ccc2c1=O	-4.0	-4	26	-10	0.3	/	1	?	1
O=[N+]([O-])c1cc(-c2nc3nc4ccccc4nc3n2CCc2ccccc2)cc([N+](=O)[O-])c1	-1.6	-4	1	-4	-0.4	/	2	-0.3	-1
CCOC(=O)N1CCN(C(=O)c2c(-c3ccccc3)noc2C)CC1	1.6	0	3	-1	0.2	0.6	-3	0.7	1
COc1ccc(CCNC(=O)CS(=O)(=O)Cc2nc(-c3ccccc3Cl)oc2C)cc1OC	-2.2	4	19	-5	0.0	1.0	-3	-0.1	0
COc1ccc(Oc2coc3c(CN(C)C)c(O)ccc3c2=O)cc1	0.0	8	10	-24	-1.0	/	2	0.4	0
NC(=O)Cn1nc([N+](=O)[O-])nc1Oc1ccccc1C(=O)N1CCOCC1	-2.4	0	3	-7	-0.1	1.4	-5	0.6	-22
COCCNC(=O)C(=O)NNS(=O)(=O)c1ccc(Cl)cc1	0.3	-2	1	-15	0.0	-2.6	5	-0.5	-4
CCC(=O)Nc1ccc(C(=O)NNC(=O)c2cc([N+](=O)[O-])cc([N+](=O)[O-])c2)cc1	0.7	-1	0	-6	0.6	-1.6	0	0.9	-30
COc1cccc(N/C(SCc2ccccc2C)=C(/C#N)C(=O)NCc2cccs2)c1	-0.1	-17	4	4	-1.1	/	-4	-1.9	19
Cc1c[n+](CC(=O)c2ccccc2)cs1	-1.2	-10	-9	6	-1.4	0.6	-7	-2.2	3
COc1ccc(NC(=O)COc2ccc(/C=N/NC(=O)c3cccnc3)cc2OC)cc1	1.1	-4	12	11	-0.6	0.6	-2	0.2	-1
COc1ccc(CC(=O)N(C)Cc2ccc(C(C)(C)C)cc2)cc1S(=O)(=O)N1CCOCC1	-1.6	8	21	12	-0.5	1.4	3	-0.4	8
CCC(=O)c1ccc(OCC(=O)N(C)CC(=O)Nc2cccc(F)c2)cc1	0.0	-1	-11	3	-0.3	0.2	1	0.3	0
Cc1nn(Cc2nnc(SCC(=O)Nc3ccc(Cl)cc3)n2C)c(C)c1[N+](=O)[O-]	-4.4	-38	-5	-11	-0.8	0.6	?	-6.1	11
O=C(CC1NCCNC1=O)Nc1cc(Cl)cc(Cl)c1 (stereo not given)	-5.3	-1	4	-2	1.1	-3.1	-5	0.3	6
Cc1nn(Cc2ccccc2)c(C)c1NS(=O)(=O)c1ccccc1	-1.7	-2	2	-1	0.3	1.5	1	1.9	-1
CC(C)COc1ccc(C(=O)Nc2ccc(SC(F)F)cc2)cc1	-2.9	3	-11	-10	-1.5	-1.8	0	0.5	2
COc1ccc(-c2csc(C3=C(O)CN(CCCN4CCCC4=O)C3=N)n2)cc1OC	-1.5	-2	-3	11	-1.4	2.5	-8	0.0	-8
COc1cc(OC)c(C(=O)Oc2ccc3c(c2)OCO3)cc1OC	-0.9	-1	9	13	-1.6	/	2	0.1	2
CCOC(=O)c1c(NC(=O)CCS(=O)(=O)c2ccccc2)sc2c1CC(C)(C)NC2(C)C	-0.4	2	6	8	-1.2	-0.4	0	0.7	-12
C=CCn1c(-c2ccccc2)nc(=S)c2c1CCCC2	-0.9	16	16	-10	1.1	0.5	14	4.0	-2
O=C(NCc1ccco1)c1cccc(-c2ccc3nncn3c2)c1	-4.1	-5	-1	-3	/	-0.3	-13	-0.8	-12
(cont.)
SMILES	FadD28 FP inh	BoNT-F LC inh	Yp Topo-I inh	CCHF vOTU inh	PfHsp40 rescue	TcdB inh	Anthrax LF inh2	BoNT A protease	PrPC surface inh
CCOCCCNC(=O)c1cccc(OC2CCN(S(C)(=O)=O)CC2)c1	-0.3	21	8	-13	-1.0	-0.6	6	0.6	-2
Cc1ccc(C2(C)NC(=O)N(CC(=O)N3CCN(S(=O)(=O)c4cccs4)CC3)C2=O)cc1 (stereo not given)	-1.9	/	10	3	1.7	0.0	/	/	-9
Cc1cccc(C)c1-n1c(C)nn(CC2CC2)c1=O	-1.4	-1	-1	-3	-0.6	0.2	-3	-0.5	9
CN(C)S(=O)(=O)c1cccc(-c2nn(-c3ccccc3)cc2/C=C(\C#N)c2nc3ccccc3[nH]2)c1	-0.4	14	-4	-1	0.0	/	4	3.9	3
CCOC(=O)c1c(NC(=O)c2ccccc2C(=O)O)sc2c1CCC2	-2.5	?	-15	11	-1.0	-1.9	2	-2.8	0
CC(C)Oc1ccc(C(=O)NC(C)(C)CO)cc1	-0.5	-11	5	8	-0.9	/	1	-0.1	-1
O=C(Nc1ccc2c(c1)OCCO2)c1ccoc1	-2.8	?	4	-9	0.4	0.3	28	?	0
CCN(CC)CCOC(=O)c1cccc(Cl)c1	-0.7	6	4	5	-1.6	/	-3	-0.1	-1
CC1Cc2ccccc2N1C(=O)C1CCCN1S(=O)(=O)c1ccc(Cl)cc1 (stereo not given)	-1.6	-3	9	-10	2.5	/	1	0.9	3
COC(=O)CN1C(=O)C2(C(C#N)=C(N)Oc3ccccc32)C2=C1CC(C)(C)CC2=O (stereo not given)	0.2	3	0	-4	2.0	/	-3	1.9	-4
Cc1nn(C)c(C)c1NC(=O)/C(C#N)=C\N(C)C	-0.6	12	2	-14	-1.6	-0.4	8	-0.5	6
CC1=Nc2cc(C(=O)NCCCOC(C)C)ccc2Sc2ccc(C)cc21	1.3	-6	28	2	-0.3	1.0	-3	-0.2	8
O=C(CCC(=O)N1CCN(S(=O)(=O)c2ccccc2)CC1)NC1CCCc2ccccc21 (stereo not given)	-2.7	8	6	0	0.6	/	-10	0.6	1
COC(=O)C1=C(c2ccc(OC(F)(F)F)cc2)C[C@@H]2CC[C@H]1N2C(=O)N1CCCC1	-2.0	3	30	9	1.5	2.0	0	0.0	17
N#Cc1ccc(COC(=O)CCc2c[nH]c3ccccc23)cc1	-1.6	-3	13	17	-0.5	0.6	-4	-3.0	-7
COc1cccc(/C=C/C(=O)Nc2ccccc2N2CCOCC2)c1	-4.9	-1	8	5	1.1	1.2	0	0.1	3
C#CCOCCOCCOCCNc1nc(N2CCN(C(=O)CCCCCCCCCCNC(=O)[C@H](CCC(=O)O)n3cc(CCCCCN)nn3)CC2)nc(N2CCN(C(=O)CCCCCCCCCCNC(=O)[C@@H]([C@H](C)O)n3cc(C)nn3)CC2)n1	-3.3	-5	29	/	-0.8	/	-5	0.5	/
CC(C)(C)C(=O)N1CCC(O)(CS(=O)(=O)c2ccc(Cl)c(Cl)c2)CC1	-1.4	-1	5	-4	-0.6	0.1	-2	-1.9	-6
COc1cccc(NC(=O)CSc2nc3c(sc4ccccc43)c(=O)n2CCCN2CCCC2)c1	-6.0	-2	3	-6	-0.2	0.6	0	-1.4	-19
Cc1cc(NC(=O)c2ccc(Br)c([N+](=O)[O-])c2)no1	1.1	-9	-5	9	1.0	1.0	-2	-0.6	-27
COC(=O)C(C(=O)NCC1CCCO1)C1CCCCCC1 (stereo not given)	-4.3	0	4	3	0.4	/	-2	-0.4	7
O=C(NCc1cccnc1)/C(=C/c1ccc(-c2cccc(C(F)(F)F)c2)o1)NC(=O)c1ccccc1	-13	-9	30	21	-0.1	/	-2	?	-9
COc1ccc(Cl)cc1Nc1nnc(-c2ccncc2)s1	-0.6	8	0	5	-1.5	0.3&0.1	-11	1.6	-6
CCC(C)NC(=O)N[C@@H](Cc1ccccc1)C(=O)O (stereo not given in full)	0.7	-8	-8	14	-1.0	/	1	-0.9	0
CCOc1ccc2nc(NS(=O)(=O)c3cccs3)sc2c1	-4.0	?	3	-10	0.5	-0.8	11	-0.8	-3
Next section
SMILES	FadD28 FP inh	BoNT-F LC inh	Yp Topo-I inh	CCHF vOTU inh	PfHsp40 rescue	TcdB inh	Anthrax LF inh2	BoNT A protease	PrPC surface inh
COC(=O)Cc1c(C)nc2nc(-c3ccco3)[nH]n2c1=O	-3.2	3	2	6	-0.8	/	-2	0.2	2
O=[N+]([O-])c1ccc(N2CCNCC2)cc1Sc1nc2ccccc2[nH]1	-4.4	-9	-14	2	0.0	/	0	-0.4	-38
O=C(CCCCCN1C(=O)[C@@H]2Cc3ccccc3CN2C1=O)Nc1cccc(F)c1	-2.9	/	5	-16	1.9	1.8	/	/	0
CC1(C)C[C@H](O)[C@]2(CO)CC[C@]3(C)C(=CCC4[C@@]5(C)CC[C@H](O)C(C)(C)C5CC[C@]43C)[C@@H]2C1 (stereo not given in full)	-1.8	-7	-3	-3	-0.7	0.4	-1	-0.7	3
CCOC(=O)/C(C#N)=C(\O)c1ccc(NC(=O)c2ccc([N+](=O)[O-])cc2)cc1	-3.1	2	-1	-7	/	1.9	-1	-1.3	-10
C=CCNC(=S)N1CCC(Cc2ccccc2)CC1	-2.5	-2	7	-8	91*	0.2	0	-2.9	7
N#CCCN(Cc1ccccc1)C(=O)Nc1ccccc1	0.1	-6	3	-16	-0.3	-0.3	-1	-0.5	-2
O=C(O)/C=C/C(=O)Nc1ccccc1SC(F)(F)F	-1.3	9	-2	13	-0.6	/	1	0.2	6
CC(=O)CC1(O)C(=O)N(Cc2ccccc2)c2ccccc21 (stereo not given)	-4.2	16	5	-2	-0.7	/	1	0.9	0
COc1nc(NC2OC(CO)C(O)C(O)C2O)c(N)c(=O)[nH]1 (stereo not given)	-4.1	-5	4	8	0.7	-9.0	-2	-0.1	2
COc1ccc(OC)c(NS(=O)(=O)c2ccc(SC)cc2)c1	-2.8	-2	1	13	-1.5	/	-2	-0.1	6
Cc1nc2c(C)cccc2cc1C(=O)N/N=C/c1ccc(N(C)C)cc1	-0.3	-2	6	16	0.6	-1.4	-2	-0.6	3
COC(=O)c1ccc(N2C(=O)CC(N3CCC(n4c(=O)[nH]c5ccccc54)CC3)C2=O)cc1 (stereo not given)	-2.8	6	15	1	1.2	/	3	0.6	1
COc1cccc(=O)c2c(C)n(CC(=O)c3ccccc3)c(C)c12	1.8	-7	4	14	-0.3	/	5	4.1	-2
NC(=O)/C(=C/c1ccco1)NC(=O)/C=C/c1ccccc1	-2.3	-10	-5	-2	-1.4	/	1	-0.5	1
COc1cccc(Nc2ncnc3c2cnn3C)c1	-0.1	-9	6	-12	-0.9	1.3	-5	-1.1	-1
COc1ccccc1/C=C/C1(C(=O)NC2CCCC2)CC(=O)N1c1ccc(C)cc1 (stereo not given)	-1.0	3	3	6	0.8	/	-2	-0.1	6
Nc1[nH]c(C(=O)c2ccccc2)c(-c2ccccc2C(F)(F)F)c1C(=O)NCCc1cccs1	/	6	/	0	/	2.7	-5	-0.2	9
CC(=O)c1cc2c(ccc3ccccc32)oc1=O	-2.8	10	2	-68	-0.1	0.6	5	-1.5	-2
Cn1c(=O)[nH]c(=O)c2c1nc(Br)n2CCCCSc1nc2ccccc2o1	-2.3	-5	37	4	-0.3	-6.5	0	-4.9	14
Cc1cc(S(=O)(=O)N(Cc2ccccc2F)C2CC2)ccc1-n1cnnn1	-1.2	-2	-7	-1	-0.3	-0.8	-3	0.5	-2

2 entries from above in another layout.
CCOC(=O)/C(C#N)=C(\O)c1ccc(NC(=O)c2ccc([N+](=O)[O-])cc2)cc1
  FadD28 FP inh: -3.1	BoNT-F LC inh: 2	Yp Topo-I inh: -1	CCHF vOTU inh: -7	PfHsp40 rescue: /	TcdB inh: 1.9	Anthrax LF inh2: -1	BoNT A protease: -1.3	PrPC surface inh: -10
NC(=O)/C(=C/c1ccco1)NC(=O)/C=C/c1ccccc1
  FadD28 FP inh: -2.3	BoNT-F LC inh: -10	Yp Topo-I inh: -5	CCHF vOTU inh: -2	PfHsp40 rescue: -1.4	TcdB inh: /	Anthrax LF inh2: 1	BoNT A protease: -0.5	PrPC surface inh: 1
